MCF10A rerep: induces DNA re-replication in MCF 10a normal breast cells | Potency, µM (top dose mostly 46.1 µM), without a hit: top-dose activity, positive = re-replication, usual class: activators | MCF 10A DNA re-replication, Hoechst nuclear intensity, 48 h | 350,000 tested, 2.9% active | AID 624296; also: potency is read from the fitted curve at half-maximal effect; % of control where 0% means no effect; nearly all actives have a fitted effect of over 50% in size
S2 tox: cell viability loss in ATXN counter-screen; S2 cells (HEK-293 line with an ATXN2-luciferase reporter) viability, CellTiter-Fluor protease fluorescence, 24 h; Potency, µM (titrated, usually from 56.7 µM), actives largely listed as cytotoxic; 400,000 tested, 0.49% active; AID 651635; also: potency is read from the fitted curve at half-maximal effect; nearly all actives have a fitted effect of over 40% in size
KB-3-1 tox: kills parental KB-3-1 adenocarcinoma cells. 400,000 tested, 1.4% active. KB-3-1 viability, CellTiter-Glo ATP luminescence, 72 h. Potency, µM (titrated, usually from 46.1 µM), for inactives: at the top dose activity change, negative = cytotoxic, usual class: cytotoxic. AID 1347075; also: potency is read from the fitted curve at half-maximal effect; % is scaled to controls: 0 for no effect and ±100 for the full control effect; nearly all actives have a fitted effect of over 60% in size
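Multi-concentration cytotoxicity screen in KB-3-1 cells grown in DMEM lacking phenol red with 10% FBS. After 72 h at 37 °C with compound, ATP-dependent luminescence was recorded.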
HT1080-NT tox: kills 2HG-producing HT-1080-NT fibrosarcoma cells; AID 686970; 360,000 tested, 1.6% active; Potency, µM (highest dose often 46.1 µM), for the others: top-dose activity, negative = less viability, hits mostly cytotoxic; HT-1080-NT fibrosarcoma viability, CellTiter-Glo ATP luminescence, 48 h;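 also: NT is the 2HG producing partner of a matched IDH1 knockdown line; potency is read from the fitted curve at half-maximal effect; 0% = DMSO-treated cells and -100% = media-only wells without cells; nearly all actives have a fitted effect of over 55% in size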
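Read-out is CellTiter-Glo luminescence after 10 minutes at room temperature, following 48 hours' compound treatment of HT-1080-NT cells (750 cells/well, RPMI, 5% FBS, 37 degrees C).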
SW480 rereplic: DNA re-replication induction in SW480 cells; SW480 DNA re-replication, Hoechst DNA content imaging, 48 h; 340,000 tested, 1.8% active; AID 624297; Potency, µM (top dose mostly 46.1 µM), without a hit: at the highest dose re-replication activation, actives largely listed as activators; also: potency is read from the fitted curve at half-maximal effect; % of control where 0% means no effect; nearly all actives have a fitted effect of over 55% in size
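Hoechst fluorescence of nuclei (405 nm excitation, 500-530 nm emission) measured by plate-scanning imager after 48 hr compound exposure at 37 C; re-replication scored as increased number of nuclei with elevated intensity.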
IL1B secr inh: inhibitors of inflammasome signaling (IL-1 beta secretion); THP-1 LPS/ATP IL-1B secretion, AlphaLISA, 16 h; active compounds read low; activity change, % at 57.5 µM; 360,000 tested, 4.7% active; in the data active = activity change below about -50%; inconclusive = mostly about -30% to -49%; also: % is scaled to controls: 0 for no effect and ±100 for the full control effect
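Secreted IL-1B measured by AlphaLISA bead assay after 16 h compound exposure of THP-1 cells; compounds (final up to 57.5 uM) added 1 h before LPS (250 ng/mL) and ATP (1.25 mM) stimulation; lower signal means less secretion.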
ATXN2 expr inh: ATXN2 expression inhibition; HEK-293 ATXN2-luciferase reporter, luminescence, 24 h; Potency, µM (highest dose often 57 µM), for inactives: at the highest dose activity change, negative = inhibition, usual class: inhibitors; 360,000 tested, 0.72% active; AID 1745845; also: potency is read from the fitted curve at half-maximal effect; % is scaled to controls: 0 for no effect and ±100 for the full control effect; nearly all actives have a fitted effect of over 55% in size
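qHTS (up to 57 uM final) was run with 24 h compound exposure of reporter cells at 37 °C. Each well was multiplexed: SteadyGlo luminescence measured ATXN2-luciferase expression after a fluorogenic Gly-Phe-AFC viability readout (25 uM final).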
KB-V1 cytotox: kills drug-selected multidrug resistant KB-V1 cells; KB-V1 MDR cells viability, CellTiter-Glo, 72 h; Potency, µM (highest dose often 46.1 µM), for the others: top-dose activity change, negative = cytotoxicity, most hits filed as cytotoxic; 400,000 tested, 3.4% active; AID 1347076; also: potency is read from the fitted curve at half-maximal effect; % is scaled to controls: 0 for no effect and ±100 for the full control effect; nearly all actives have a fitted effect of over 60% in size
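Drug-selected KB-V1 cells, grown in DMEM lacking phenol red with 10% FBS, receive compound titrations; after three days at 37 degrees C, surviving cell ATP is quantified by CellTiter-Glo luminescence and responses normalized and curve-fitted.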
HT1080 IDH1KD tx: HT-1080 IDH1 knockdown cell toxicity (counter line); AID 686971; Potency, µM (titrated, usually from 46.1 µM), for the others: top-dose activity, negative = toxicity, most hits filed as cytotoxic; HT-1080 IDH1 knockdown viability, ATP luminescence, 48 h; 360,000 tested, 2% active;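 also: potency is read from the fitted curve at half-maximal effect; 0% = DMSO wells and -100% = cell-free medium wells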
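HT-1080-IDH1KD cells (IDH1 knocked down), 750/well in RPMI with 5% FBS, treated with compound 48 h at 37 degrees C. Viability by CellTiter-Glo luminescence, normalised to DMSO and no-cell wells; concentration-response curves classed.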
* marks the source's active call; other numbers are inactive results; i = inactive; ? = inconclusive; / = not tested or not shown; [ ] = dose if it differs, or a comment. Unless noted, calls follow the shape of the dose curve; as a rule, active = well fitted curve in the direction sought with a large enough effect; inconclusive = small, poorly fitted or top-dose-only effect, or another doubt; inactive = no such curve, though single readings can be large; an effect the other way counts as inactive or inconclusive.

1) CCOc1cc(/C=N/NC(=O)c2ccccn2)ccc1OC(=O)c1cccs1
2) CC12CCCCN1CCCc1c2[nH]c2ccccc12 (stereo not given)
3) O=C(Nc1ccc(N2CCN(C(=O)c3ccccc3)CC2)c(Cl)c1)c1ncn[nH]1
4) CCc1ccc(OCCn2ccnc2)cc1
5) COC1OCC(O)C(OC(=O)c2ccccc2)C1OC(=O)c1ccccc1 (stereo not given)

Compound	1	2	3	4	5
KB-3-1 tox	5.6%	-6.6%	-24.7%	9.2%	5.9%
S2 tox	i	i	i	?	i
HT1080 IDH1KD tx	2.8%	-4.3%	-4.1%	11.6%	-3.6%
HT1080-NT tox	-6.8%	7.1%	-17.9%	22.5%	0.0%
KB-V1 cytotox	3.4%	-28.8%	-4.5%	-19.9%	-2.3%
ATXN2 expr inh	16.1%	-15.5%	-22.2%	-11.2%	-8.2%
SW480 rereplic	1.0%	6.4%	-1.8%	-1.6%	-8.4%
IL1B secr inh	1.0	?	-4.1	-0.6	-2.2
MCF10A rerep	-0.1%	-15.0%	?	0.2%	1.1%

Complete entries, quoted from the list. Order of screens: KB-3-1 tox	S2 tox	HT1080 IDH1KD tx	HT1080-NT tox	KB-V1 cytotox	ATXN2 expr inh	SW480 rereplic	IL1B secr inh	MCF10A rerep
CC12CCCCN1CCCc1c2[nH]c2ccccc12 (stereo not given) as listed: -6.6%	i	-4.3%	7.1%	-28.8%	-15.5%	6.4%	?	-15.0%
CCOc1cc(/C=N/NC(=O)c2ccccn2)ccc1OC(=O)c1cccs1 as listed: 5.6%	i	2.8%	-6.8%	3.4%	16.1%	1.0%	1.0	-0.1%

Going on with the list.
6) COc1ccc(C(=O)OCC(=O)NC(C)CCc2ccccc2)cc1OC (stereo not given)
7) CC(=O)Nc1cccc(Oc2ncnc3scc(-c4ccccc4)c23)c1
8) C=CCc1c(C)[nH]c2ccc(C)cc2c1=O
9) C/C=C(\C)C(=O)NCCN1C2=NC[C@H](Cc3ccc(O)cc3)N2C[C@H]1Cc1ccc(O)cc1
10) COC(=O)c1ccccc1NC(=O)N1CCN(c2ccc(OC)cc2)CC1

Compound	6	7	8	9	10
KB-3-1 tox	3.3%	-12.8%	-0.9%	5.9%	4.9%
S2 tox	i	?	i	i	i
HT1080 IDH1KD tx	2.2%	-15.6%	-2.7%	6.9%	11.3%
HT1080-NT tox	-5.1%	-28.7%	7.0%	9.6%	?
KB-V1 cytotox	4.1%	?	2.6%	18.9%	-17.1%
ATXN2 expr inh	-14.1%	-39.0%	22.3%	6.9%	-16.6%
SW480 rereplic	-20.4%	-5.9%	-6.2%	22.1%	-4.7%
IL1B secr inh	8.1	-53.3*	-13.0	25.1	6.3
MCF10A rerep	-3.9%	?	?	-12.4%	?

11) COc1ccc(CCN(Cc2cccs2)S(=O)(=O)c2ccc(-n3cnnn3)cc2)cc1OC
12) CCCC(=O)Nc1ccc(C(=O)NNC(=O)c2cccs2)cc1
13) CCC1CCc2c(sc(NC(=O)c3ccco3)c2C(N)=O)C1 (stereo not given)
14) CN(Cc1ccc(Br)cc1)CC(O)COc1cccc(Br)c1 (stereo not given)
15) Cc1cccc(Cn2c(C)c(C)c3cc(C(=O)NCCN4CCOCC4)ccc32)c1

Compound	11	12	13	14	15
KB-3-1 tox	-27.4%	-13.8%	-1.4%	11.7%	0.0%
S2 tox	i	i	i	i	i
HT1080 IDH1KD tx	?	8.1%	-7.4%	?	-11.2%
HT1080-NT tox	-16.8%	-3.5%	-0.9%	?	?
KB-V1 cytotox	?	6.6%	3.7%	-7.6%	-3.0%
ATXN2 expr inh	-16.0%	-1.3%	86.7%[activator]	-28.4%	-13.9%
SW480 rereplic	1.3%	-10.6%	-0.8%	-6.5%	?
IL1B secr inh	-19.3	10.6	-14.5	-93.2*	-6.9
MCF10A rerep	11.3%	-1.9%	6.7%	?	27.0%

16) O=S(=O)(c1ccc(Br)s1)n1cccn1
17) Cn1c(NCc2ccccc2)nc2cc(-c3ccccc3)sc2c1=O
18) Cc1ccc(OCCC(=O)Nc2ccc(S(=O)(=O)Nc3cc(C)nc(C)n3)cc2)cc1
19) CC(C)CCNC(=O)NC(=O)CSc1ccc(S(=O)(=O)N2CCOCC2)cn1
20) OC(CN1CCN(c2ccccn2)CC1)Cn1c2ccc(Cl)cc2c2cc(Cl)ccc21 (stereo not given)

Compound	16	17	18	19	20
KB-3-1 tox	14.6%	0.0%	-3.3%	1.9%	?
S2 tox	i	i	i	i	i
HT1080 IDH1KD tx	0.1%	2.0%	-1.1%	-0.4%	16.4µM*
HT1080-NT tox	0.5%	9.4%	-2.3%	1.5%[9.24 µM]	?
KB-V1 cytotox	7.1%	0.1%	0.2%	0.3%	?
ATXN2 expr inh	0.3%	14.9%	7.4%	8.6%	-15.1%
SW480 rereplic	-1.2%	/	-5.3%	3.6%	?
IL1B secr inh	-4.1	50.7	19.5	-16.4	-19.8
MCF10A rerep	-0.1%	/	-0.1%	-2.7%	20.6µM*

Some of the entries so far, as tab-separated lines:
entry	molecule	KB-3-1 tox	S2 tox	HT1080 IDH1KD tx	HT1080-NT tox	KB-V1 cytotox	ATXN2 expr inh	SW480 rereplic	IL1B secr inh	MCF10A rerep
8	C=CCc1c(C)[nH]c2ccc(C)cc2c1=O	-0.9%	i	-2.7%	7.0%	2.6%	22.3%	-6.2%	-13.0	?
9	C/C=C(\C)C(=O)NCCN1C2=NC[C@H](Cc3ccc(O)cc3)N2C[C@H]1Cc1ccc(O)cc1	5.9%	i	6.9%	9.6%	18.9%	6.9%	22.1%	25.1	-12.4%
10	COC(=O)c1ccccc1NC(=O)N1CCN(c2ccc(OC)cc2)CC1	4.9%	i	11.3%	?	-17.1%	-16.6%	-4.7%	6.3	?
11	COc1ccc(CCN(Cc2cccs2)S(=O)(=O)c2ccc(-n3cnnn3)cc2)cc1OC	-27.4%	i	?	-16.8%	?	-16.0%	1.3%	-19.3	11.3%
12	CCCC(=O)Nc1ccc(C(=O)NNC(=O)c2cccs2)cc1	-13.8%	i	8.1%	-3.5%	6.6%	-1.3%	-10.6%	10.6	-1.9%
13	CCC1CCc2c(sc(NC(=O)c3ccco3)c2C(N)=O)C1 (stereo not given)	-1.4%	i	-7.4%	-0.9%	3.7%	86.7%[activator]	-0.8%	-14.5	6.7%
14	CN(Cc1ccc(Br)cc1)CC(O)COc1cccc(Br)c1 (stereo not given)	11.7%	i	?	?	-7.6%	-28.4%	-6.5%	-93.2*	?
15	Cc1cccc(Cn2c(C)c(C)c3cc(C(=O)NCCN4CCOCC4)ccc32)c1	0.0%	i	-11.2%	?	-3.0%	-13.9%	?	-6.9	27.0%
16	O=S(=O)(c1ccc(Br)s1)n1cccn1	14.6%	i	0.1%	0.5%	7.1%	0.3%	-1.2%	-4.1	-0.1%
17	Cn1c(NCc2ccccc2)nc2cc(-c3ccccc3)sc2c1=O	0.0%	i	2.0%	9.4%	0.1%	14.9%	/	50.7	/
